High-throughput results: PubChem, National Center for Advancing Translational Sciences (NCATS)
D2 ag – activates the human D2 dopamine receptor; P14416; HEK293 T-REx D2 cells, calcium flux agonist mode; activation, % at 2 µM; hit rate 0.53% among 340,000; AID 485358;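 active = activation over 3 SD above normal in the single-dose calcium agonist read, cut at about 30% in these data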; note: 0% is about no effect
Target sequence (P14416 whole entry, looked up): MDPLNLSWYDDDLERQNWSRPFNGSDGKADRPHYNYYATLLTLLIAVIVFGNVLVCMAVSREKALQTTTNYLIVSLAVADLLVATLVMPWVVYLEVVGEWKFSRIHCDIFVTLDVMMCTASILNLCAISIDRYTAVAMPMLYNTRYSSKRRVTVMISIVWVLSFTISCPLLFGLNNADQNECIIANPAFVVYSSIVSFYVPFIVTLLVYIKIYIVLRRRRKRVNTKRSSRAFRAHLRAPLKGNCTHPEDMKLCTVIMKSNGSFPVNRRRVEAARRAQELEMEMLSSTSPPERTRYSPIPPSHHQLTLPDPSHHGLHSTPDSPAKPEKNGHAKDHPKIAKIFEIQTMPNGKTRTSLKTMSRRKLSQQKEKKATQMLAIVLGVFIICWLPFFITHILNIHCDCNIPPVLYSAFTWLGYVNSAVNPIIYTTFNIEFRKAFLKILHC
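Calcium-flux readout, 1 cycle/sec over 180 s following compound pin transfer, in inducible HEK293 Trex D2 cells (force-coupled); dopamine controls included. Positive calcium responses during this window marked compounds as potential agonists.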
Vif-A3F inh – Vif-A3F binding inhibition; HeLa A3F-eYFP + Vif (tagged APOBEC3F with the HIV-1 protein that degrades it), YFP fluorescence increase; Potency, µM (highest dose often 46.1 µM), without a hit: at the top dose activity, negative = active; hit rate 0.2% among 390,000; note: potency is the fitted concentration of half-maximal effect; % of control where 0% means no effect; nearly all actives have a fitted effect of over 65% in size
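HeLa cells stably expressing A3F-eYFP plus Vif, plated and incubated overnight at 37 deg C, then exposed to compounds overnight at 37 deg C. Blocked degradation read as raised yellow fluorescence (Ex 488/Em 500-530).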
LDHA block – blocks human lactate dehydrogenase A; P00338; purified LDHA, NADH/diaphorase-resazurin fluorescence; hits give low values; activity change, % (values are at about 110 or 230 µM); hit rate 0.15% among 480,000; in the data active = activity change below about -30%; inconclusive = mostly about -25% to -30%;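 note: plate controls were DMSO wells for no effect and wells without enzyme for full effect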
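Human LDH5 at 2 nM final in Tris HCl pH 7.4 with 0.06 mM NADH and 0.2 mM pyruvate, reacted 5 minutes at room temperature. Remaining NADH coupled via diaphorase/resazurin; resorufin fluorescence read at 0 and 20 minutes, normalized to enzyme-free and DMSO wells.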
Vif-APOBEC3G blk – Vif-A3G binding inhibition | Q9HC16 | HeLa A3G-eYFP + Vif (tagged APOBEC3G with the HIV-1 protein that degrades it), YFP fluorescence, overnight | Potency, µM (titrated, usually from 46.1 µM), inactives show top-dose activity, negative = active, most hits filed as inhibitors | hit rate 0.076% among 410,000;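 note: potency is the fitted concentration of half-maximal effect; % is set by controls: 0 for no effect and ±100 for the full control effect; nearly all actives have a fitted effect of over 60% in size; hits raise eYFP signal because A3G escapes Vif-driven loss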
Target sequence (Q9HC16 whole entry, looked up): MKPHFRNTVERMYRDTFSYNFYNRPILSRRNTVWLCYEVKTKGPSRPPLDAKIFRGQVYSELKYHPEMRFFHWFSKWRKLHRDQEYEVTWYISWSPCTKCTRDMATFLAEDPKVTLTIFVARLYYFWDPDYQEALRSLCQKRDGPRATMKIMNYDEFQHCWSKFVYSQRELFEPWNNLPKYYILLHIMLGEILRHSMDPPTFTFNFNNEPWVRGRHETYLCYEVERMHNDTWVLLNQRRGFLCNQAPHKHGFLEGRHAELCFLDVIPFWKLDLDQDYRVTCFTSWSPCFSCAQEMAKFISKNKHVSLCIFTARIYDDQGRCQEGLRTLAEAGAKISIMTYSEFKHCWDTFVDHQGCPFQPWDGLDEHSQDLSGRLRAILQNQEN
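Read-out is eYFP fluorescence (Ex 488/Em 500-530) from Vif-expressing HeLa A3G-eYFP cells; more signal means A3G escaped Vif-mediated degradation. Cells plated overnight, compound pinned in, incubated overnight at 37 deg C.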
RGS4 inh – blocks human RGS4-accelerated GTP hydrolysis. Potency, µM (doses to about 114 µM), for the others: at the highest dose activity change, negative = inhibition, most hits filed as inhibitors. Transcreener GDP fluorescence polarization, RGS4-accelerated GTP hydrolysis. P49798. hit rate 0.039% among 390,000. AID 504845; note: potency is the fitted concentration of half-maximal effect; % is set by controls: 0 for no effect and ±100 for the full control effect; nearly all actives have a fitted effect of over 75% in size; some results filed as inactive show a strong effect at the top dose
Target sequence (P49798 whole entry, looked up): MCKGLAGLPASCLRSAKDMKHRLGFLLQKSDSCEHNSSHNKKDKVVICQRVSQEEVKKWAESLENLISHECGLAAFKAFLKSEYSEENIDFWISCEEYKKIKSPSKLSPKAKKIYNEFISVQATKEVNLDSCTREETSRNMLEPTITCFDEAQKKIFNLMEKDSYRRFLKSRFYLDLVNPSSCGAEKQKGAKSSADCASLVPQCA
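MLSMR compounds (23 nl, pin-transferred) preincubated 10 min at room temperature with a 500nM (2x) first reagent, then RGS4 at 900nM (2x) plus Transcreener GDP mix added; fluorescence polarization (620/688 nm) read before and after 90 min at 30 °C.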
12-LOX inh – ALOX12 (human) lipoxygenase inhibition; purified 12hLO, xylenol orange hydroperoxide absorbance; hit rate 1.1% among 580,000; P18054; AID 1671190; Potency, µM (titrated, usually from 108 µM), for inactives: top-dose activity change, negative = inhibition, most hits filed as inhibitors; note: potency is the fitted concentration of half-maximal effect; % is set by controls: 0 for no effect and ±100 for the full control effect
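Purified human 12hLO (150 nM final) in 25 mM Hepes, 0.01% Triton X-100, pH 7.0 was preincubated 15 min at room temperature with compound. Then 40 uM arachidonic acid was added, 30 min. Hydroperoxide was read by Fe-XO absorbance ratio 573/405 nm.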
Glioma ERSR ind – ER stress response induction in glioma; hit rate 0.02% among 420,000; U87-MG GRP78 promoter luciferase reporter, 16 h; Potency, µM, for inactives: at the top dose activation, most hits filed as activators; note: potency is the fitted concentration of half-maximal effect; series mostly up to about 76 µM; % of control where 0% means no effect; nearly all actives have a fitted effect of over 35% in size
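Stably transfected U87-MG human glioma cells carrying a GRP78-based luminescent sensor were seeded at 1000 cells/well, pin-dosed with compounds and incubated 16 h. Luciferase reagent was then added, and end-point luminescence was read after 10 min at room temperature.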
D2 antagonist – D2 dopamine receptor (human) antagonism; P14416; HEK293 TREx D2 cells, calcium flux, dopamine EC80; inhibition, % at 10 µM; hit rate 2% among 340,000; AID 485344; in the data active = inhibition above about 30%; note: 0% is about no effect
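Calcium flux kinetic readout in an inducible HEK293 TREx D2 line plated overnight at 30 C. After 180 s compound exposure, an EC80 dopamine challenge follows with another 180 s kinetic read to detect antagonism.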
ERG Ets-DNA blk – ERG Ets/DNA interaction inhibition; P11308; fluorescence polarization, His-ERG Ets domain / labelled DNA; Potency, µM (top dose mostly 76.9 µM), for inactives: at the highest dose FP activity, negative = inhibition, usual class: inhibitors; hit rate 0.028% among 370,000; AID 624246; active = well fitted inhibition curve with a large enough effect in the polarisation, with a control signal flat; inconclusive = small, poorly fitted or top-dose-only effect, or effect the other way, or a change in a side signal; inactive = no such curve, though single readings can be large or run the other way; the % refers to the polarisation;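 note: polarization taken with two DNA probes labelled with fluorescein and Texas red; potency is the fitted concentration of half-maximal effect; % of control where 0% means no effect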
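His-tagged ERG Ets domain (1 uM in the protein solution; 300mM KCl, 50mM Tris-HCl, 1mM EDTA, 1mM DTT, pH 7.5) received compound, then a probe mix of 5 nM fluorescein-DNA and 100nM Texas-615-DNA. Fluorescence polarization was read for both dyes.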
* = called active by the depositor; u = inconclusive; x = not tested or not shown; & = joins results of further samples; [ ] = remark or other dose. Unless noted, calls come from the whole dose curve; as a rule, active = well fitted curve in the direction sought with a large enough effect; inconclusive = small, poorly fitted or top-dose-only effect, or another doubt; inactive = no such curve, though single readings can be large; an effect the other way counts as inactive or inconclusive. Not all compounds are listed; count on the stated rates, not on these rows.

SMILES	D2 ag	Vif-A3F inh	LDHA block	Vif-APOBEC3G blk	RGS4 inh	12-LOX inh	Glioma ERSR ind	D2 antagonist	ERG Ets-DNA blk
COc1cc(C(=O)Nc2nc3ccc(S(=O)(=O)N4CCOCC4)cc3s2)cc(OC)c1OC	3.4	0%	-1	-5%	1%	u	-2%	-1	6%
O=C(CCSCc1cccc(Cl)c1)NC1CCCC1	0.1	-12%	1	0%	-21%	6%	-3%	3	0%
Cc1ccc2oc(=O)c3cnn(CC(=O)N4CCN(c5cccc(C(F)(F)F)c5)CC4)c3c2c1	0.0	2%	1	3%	8%	-4%	-4%	x	3%
COc1ccc(-c2nc(C#N)c(NCCCn3ccnc3)o2)cc1OC	-0.9	-4%	-16	5%	7%	1%	6%	-20	-5%
CCN(CC)c1ccc(/C=N/N2CCN(Cc3ccccc3Cl)CC2)c(O)c1	-0.6	3%	3	1%	-14%[56.9 µM]	5%	9%	13	11%
COc1ccc(NC(=O)COC(=O)c2ncc(Cl)c(Cl)c2Cl)c(OC)c1	1.2	6%	-2	-1%	2%	-24%	1%	-5	-3%
COc1ccc(/C=C/C(=O)c2ccncc2)c2ccccc12	4.5	-21%	24	-15%	u	u	7%	1	10%
CC(C)c1ccc(N2C(=O)CC(Sc3ncn[nH]3)C2=O)cc1 (stereo not given)	0.3	-1%	-4	1%	u	u	1%	-16	-5%
CC1CCCC(C)N1CCCNC(=O)c1ccc2nc(N3CCCCC3)sc2c1 (stereo not given)	0.2	-12%	2	3%	6%	2%	-3%	-28	-7%
COc1cc2c(cc1NC(=O)c1cccc(F)c1)CCCC2	0.0	-3%	-5	-5%	16%	-19%	3%	-15	-4%
CCc1ccc(-n2c(SCC(=O)NC(C)CC)nc3n[nH]c(C)c3c2=N)cc1 (stereo not given)	0.8	1%	-13	2%	10%	-1%	-2%	x	4%
CC(=O)c1c(C)[nH]c(C(=O)OCc2nc3ccsc3c(=O)[nH]2)c1C	0.0	-6%	-3	-13%	-30%	6%	6%	0	-11%
O=C(c1cc2n(n1)C(C(F)(F)F)CC(c1ccco1)N2)N1CCN(c2ccccn2)CC1 (stereo not given)	1.0	-2%	-1	1%	-13%	493%[activator]	-3%	7	11%
CCCC(=O)Nc1cc(-c2nnc(OC)c3ccccc23)ccc1N1CCOCC1	x	0%	18&-9	-6%	41%	441%&21%[activator]	-4%	x	-4%
CCOc1ccc(C(=O)NCc2nc(-c3ccc(Cl)cc3)no2)cc1OCC	0.0	-20%	-1	3%	1%	-1%	-4%	x	7%
Cc1ccc(CSc2nsc(C)c2C#N)cc1	0.4	u	0	-4%	-43%	0%	3%	0	13%
C/C(N)=C(/C#N)C(=O)COC(=O)c1cccc(O)c1	3.3	5%	-5	2%	11%	0%	3%	14	-10%
Cc1ccc2c(c1)C(=O)N1[C@H]3c4ccccc4OC[C@@H]3[C@H](c3ccccc3)[C@]1(C)C(=O)N2	x	1%	-17	0%	-10%	x	-5%	x	3%
Cc1cccc(NC(=O)c2cc(S(=O)(=O)N3CCN(c4ccccc4F)CC3)ccc2F)c1C	0.3	1%	-3	4%	-8%	-34%	0%	x	4%
Cc1ccc(/C=C2/SC(=S)N(C3CCCCC3)C2=O)o1	-0.3	11%	-2	-2%	-19%	-26%	0%	3	35%[activator]
COc1cccc(/C=C2\C(=O)N(c3cccc(C)c3)C(=O)c3ccccc32)c1	x	u	0	-5%	-11%	-24%	-3%	x	-2%
CCOC(=O)C1(C)CCCCN1C(=O)c1ccccc1OC (stereo not given)	x	x	-5	-3%	x	5%	0%	x	x
NC(=O)CC(NC(=O)Cc1ccc(Cl)cc1)c1ccc(NCc2ccccc2)c([N+](=O)[O-])c1 (stereo not given)	0.3	u	0	-12%	0%	-2%	-4%	-23	14%
COCCNC(=O)C1CC(=O)N(CCc2ccccc2)C1 (stereo not given)	-0.6	0%	-1	4%	-27%	21%	-2%	12	-5%
COc1ccccc1C1OC(c2cccc([N+](=O)[O-])c2)=NN1C(C)=O (stereo not given)	-0.6	-1%	-3	-6%	-13%	-11%	0%	18	-4%
CCCCn1c(C)cc(/C=C(\C#N)C(=O)O)c1C	0.4	3%	-9	-1%	16%	-8%	-1%	-10	x
COc1ccc(CCNC(=O)c2nnn(CC(=O)Nc3ccc(C)cc3C)c2N)cc1OC	0.5	2%	-1	0%	u	0%	-6%	-11	0%
O=C(CCc1ccc(CCC(=O)c2cccs2)s1)c1cccs1	0.5	-3%	-3	7%	-40%	126%[activator]	3%	3	1%
CC1=C(C)[N+](=O)C2CCCCC2N1[O-] (stereo not given)	0.6	-4%	-5	1%	22%	6%	1%	-4	5%
Cc1ccc2c(c1)cc(CN(Cc1ccc3c(c1)OCO3)C(=O)c1cnccn1)c1nnnn12	-0.5	0%	-5	-4%	-6%[56.9 µM]	2%	-4%	10	0%
COc1ccc(Cl)cc1N1C(=O)c2cccnc2C1=O	-0.1	-4%	2	-9%	-11%	x	-3%	-16	8%
O=[N+]([O-])c1ccc2[nH]c3c(c2c1)CCCC3O (stereo not given)	0.4	6%	-2	-4%	-12%	2%	-2%	10	2%
CC(C)C(=O)N1CCN(c2ccccc2NC(=O)COc2ccc(C3CCCCC3)cc2)CC1	1.2	2%	2	0%	3%	x	-1%	9	-9%
O=C(c1ccccc1)N1N=C(c2ccccc2)CC1c1cccs1 (stereo not given)	x	-1%	1	-3%	-17%[56.9 µM]	10%	1%	x	-2%
Cn1c(=O)[nH]c(=O)c2c1nc(SCCN1CCOCC1)n2CCCc1ccccc1	-0.7	-2%	-1	6%	38%	-26%	-1%	-12	20%
COc1ccc(C(C(=O)NC2CCCCC2)N(C(=O)c2cccs2)c2ccc3c(c2)OCO3)cc1 (stereo not given)	0.1	-7%	-5	-8%	11%	-24%	-5%	2	x
CC1CCN(C(=O)COc2cccc3c2CCN(Cc2ccccc2)C3=O)CC1	-1.0	-2%	0	-6%	44%	80%[activator]	0%	2	1%
CN(C)CCCNC(=O)C(=O)NCC1OCCN1S(=O)(=O)c1cc(F)ccc1F (stereo not given)	x	7%	-1	2%	-8%	434%[activator]	-4%	x	5%
O=C(COc1ccccc1[N+](=O)[O-])N1CCC(Cc2ccccc2)CC1	-0.9	6%	-6	0%	u	12%	0%	-4	3%
CCn1nc(C)c(C(=O)Nc2cc(Oc3ccc(Cl)cc3)cc([N+](=O)[O-])c2)c1C	-0.1	-1%	-1	u	12%	u	-5%	16	1%
Cn1c(=O)c2c(-c3ccc(Cl)cc3)n(Cc3ccccc3)cc2n(C)c1=O	1.1	1%	1	-2%	-2%	-16%	1%	x	-5%
COc1cccc(NC(=O)Nc2cc(C(=O)NC(C)C)ccc2N2CC3CC(C2)c2cccc(=O)n2C3)c1 (stereo not given)	-1.0	-4%	-1	-4%	-27%[56.9 µM]	-23%	1%	8	2%
O=c1cnnc(Nc2ccc(F)cc2)[nH]1	0.1	-1%	0	2%	4%	u	-2%	-20	9%
Cc1cccc(C)c1-n1c(SCC(=O)NCc2ccco2)nc2ccccc2c1=O	0.6	-16%	-1	-1%	-5%	0%	-7%	10	-4%
Cc1cccc(OCc2nnc(SCC(=O)Nc3ncc(C)s3)o2)c1	-0.6	2%	-10	9%	0%	3%	-3%	4	-2%
Cc1ccc(F)cc1C(=O)N1CCCC(c2cc(C(=O)Nc3ccccc3)no2)C1 (stereo not given)	x	x	-6	1%	x	u	0%	x	x
O=C(CCC(=O)N1CCN(c2ccccc2F)CC1)c1ccc(F)cc1	-0.1	-10%	-12	0%	36%	-18%	0%	-3	4%
COc1ccc(C(CNC(=O)Cc2ccccc2Cl)N2CCCCC2)cc1 (stereo not given)	0.3	1%	2	-4%	-6%	-16%	-5%	24	11%
COc1cccc(NC(=O)Nc2nccc(C)n2)c1	0.5	-5%	-1	6%	8%	-2%	-4%	-27	30%[activator]
CCc1nnc(NC(=O)CSc2nnc(-c3cccnc3)n2CC)s1	0.4	-7%	-4	-4%	-6%	u	-2%	9	8%

Ordered by the number under Vif-APOBEC3G blk (largest number first): some entries from above
structure | Vif-APOBEC3G blk
CC1CCCC(C)N1CCCNC(=O)c1ccc2nc(N3CCCCC3)sc2c1 (stereo not given) | 3%
CC1=C(C)[N+](=O)C2CCCCC2N1[O-] (stereo not given) | 1%
NC(=O)CC(NC(=O)Cc1ccc(Cl)cc1)c1ccc(NCc2ccccc2)c([N+](=O)[O-])c1 (stereo not given) | -12%

(further entries)
SMILES	D2 ag	Vif-A3F inh	LDHA block	Vif-APOBEC3G blk	RGS4 inh	12-LOX inh	Glioma ERSR ind	D2 antagonist	ERG Ets-DNA blk
CCN(CC)CCNC(=O)c1cc2cc3ccc(OC)cc3nc2o1	2.4	7%	-2	8%	8%	-10%	11%	13	17%
CN(C)S(=O)(=O)c1ccc2c(c1)c(=O)c(C(=O)N1CCN(c3ccccn3)CC1)cn2C	0.0	-1%	-3	0%	-4%	-12%	-4%	-1	6%
COc1cc(C(=O)Nc2ccccc2N2CCCCC2)cc(OC)c1OC	-1.4	11%	1	-8%	-5%	0%	-4%	0	6%
O=C(O)CC1Sc2nnc(COc3ccc(Cl)cc3)n2N=C1c1ccccc1 (stereo not given)	-0.9	18%	-2	-4%	-44%	u	0%	7	-17%
